CCT chaperon mod: High-Throughput Screening for Modulators of Cytosolic Chaperonin Activity | purified chaperonin ATPase assay, HTRF ADP detection, 30 min | activity change, % (no concentration beside the values), hits read low | hit rate 0.3% among 360,000 | AID 651819, 2012; in the data active means activity change below about -30%; further: on the % scale 0 is the no-effect control and ±100 the full control effect
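Nucleotide hydrolysis assay: TRiC at 20–40 nM final (set by batch activity) with 10 uM ATP, 30 min at 37 °C, in presence of 76 uM compound. Detection by competitive ADP HTRF, 30 min ambient.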
WRN helicase inh: qHTS for Inhibitors of WRN Helicase; AID 651768, 2012; hit rate 0.46% among 360,000; WRN helicase unwinding, fluorescent forked duplex, kinetic; Potency, µM (titrated, usually from 114 µM), for inactives: at the highest dose activity change, negative = inhibition, actives largely listed as inhibitors; Bifunctional 3'-5' exonuclease/ATP-dependent helicase WRN (Homo sapiens), Q14191; further: potency means the concentration at half of the fitted maximal effect; on the % scale 0 is the no-effect control and ±100 the full control effect; nearly all actives have a fitted effect of over 55% in size
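Kinetic red-fluorescence monitoring (525/598 nm) tracks WRN helicase activity after 100 nM fluorophore-quencher forked duplex and 2 mM ATP are added to 20 nM enzyme pretreated 15 min at room temperature with compound.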
IL2 activator: qHTS of IL-2 Activators. AID 652025, 2013. IL-2 activation reporter assay, cell-based qHTS; stimulated with anti-CD3/CD4/CD28 beads; in transgenic mouse T cells. hit rate 0.065% among 360,000. activation, % (series mostly up to about 46 µM); in the data active means activation above about 50%; inconclusive means mostly about 30% to 49%; further: 0% is about no effect
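Unstimulated transgenic mouse T cells, 750 per well, received compound and, after 60 minutes, anti-CD3/anti-CD4 bead plus anti-CD28 stimulation. EGFP and DsRed were quantified after 18 hours.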
PLK1 PBD block: qHTS for Inhibitors of PLK1-PDB (polo-like kinase 1 - polo-box domain): Primary Screen; hit rate 2.8% among 360,000; Plk1 PBD binding of FITC phosphopeptide, fluorescence polarization; Potency, µM, for the others: max response, negative = inhibition, hits mostly inhibitors; Serine/threonine-protein kinase PLK1 (Homo sapiens), P53350; AID 720504, 2013; further: potency means the concentration at half of the fitted maximal effect; series mostly up to about 57 µM; on the % scale 0 is the no-effect control and ±100 the full control effect; nearly all actives have a fitted effect of over 65% in size
PI5P4K alpha inh: qHTS for Inhibitors of phosphatidylinositol 5-phosphate 4-kinase (PI5P4K) | Phosphatidylinositol 5-phosphate 4-kinase type-2 alpha (Homo sapiens), P48426 | PI5P4Kalpha enzyme, ADP-Glo luminescence, 60 min; active compounds read low | max response, % | hit rate 1.2% among 330,000 | AID 652105, 2013; active means max response of -50% or lower; inconclusive means between -30% and -50%; inactive means -30% or higher; further: value at the top dose of about 77 µM; on the % scale 0 is the no-effect control and ±100 the full control effect
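Luminescence from ADP-Glo served as readout of PI5P4Kalpha activity in a qHTS format. Reaction: enzyme, substrate, compound, ATP at 5 microM final, 60 min at RT.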
EPAC1 antagonist: qHTS for Antagonist of cAMP-regulated guanine nucleotide exchange factor 3 (EPAC1): primary screen | Rap guanine nucleotide exchange factor 3 (Homo sapiens), O95398 | EPAC1 GEF assay, Rap1b-BODIPY-GDP exchange fluorescence | Potency, µM (series often up to 115 µM), without a hit: top-dose activity change, negative = inhibition, usual class: inhibitors | hit rate 0.14% among 360,000 | AID 720709, 2013;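 further: potency means the concentration at half of the fitted maximal effect; plate controls were vehicle for no effect and positive control for full effect; nearly all actives have a fitted effect of over 50% in size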
Target sequence (O95398 whole entry, looked up): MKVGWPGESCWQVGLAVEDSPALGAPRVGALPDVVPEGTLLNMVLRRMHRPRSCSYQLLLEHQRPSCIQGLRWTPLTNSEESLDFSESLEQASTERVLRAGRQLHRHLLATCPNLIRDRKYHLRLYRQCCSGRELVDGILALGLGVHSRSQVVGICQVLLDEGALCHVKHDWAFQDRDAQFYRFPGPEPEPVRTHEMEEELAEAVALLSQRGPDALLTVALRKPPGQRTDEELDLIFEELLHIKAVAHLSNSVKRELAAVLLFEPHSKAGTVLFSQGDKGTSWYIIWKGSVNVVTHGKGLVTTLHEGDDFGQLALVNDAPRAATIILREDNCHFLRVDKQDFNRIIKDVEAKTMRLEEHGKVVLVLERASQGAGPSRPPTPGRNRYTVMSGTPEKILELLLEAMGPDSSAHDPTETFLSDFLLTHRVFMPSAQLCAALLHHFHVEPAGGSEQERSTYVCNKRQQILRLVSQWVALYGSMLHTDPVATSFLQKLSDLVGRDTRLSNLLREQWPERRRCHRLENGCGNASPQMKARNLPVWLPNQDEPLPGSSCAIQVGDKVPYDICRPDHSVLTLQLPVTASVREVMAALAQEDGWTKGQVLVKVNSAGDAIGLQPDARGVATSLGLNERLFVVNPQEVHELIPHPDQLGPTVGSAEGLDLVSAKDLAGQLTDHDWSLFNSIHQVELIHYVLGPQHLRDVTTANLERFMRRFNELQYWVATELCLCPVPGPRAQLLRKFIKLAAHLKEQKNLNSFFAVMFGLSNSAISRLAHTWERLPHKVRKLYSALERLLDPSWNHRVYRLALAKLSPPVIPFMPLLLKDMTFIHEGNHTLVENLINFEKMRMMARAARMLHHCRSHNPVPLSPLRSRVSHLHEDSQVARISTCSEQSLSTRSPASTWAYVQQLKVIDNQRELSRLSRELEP
EPAC1 ag: qHTS for Agonist of cAMP-regulated guanine nucleotide exchange factor 3 (EPAC1): primary screen; Rap guanine nucleotide exchange factor 3 (Homo sapiens), O95398; EPAC1 agonist qHTS, biochemical assay; response scale: 100% = response to 6.5 mM cAMP; Potency, µM (doses to about 154 µM), without a hit: at the highest dose activation, actives largely listed as activators; hit rate 0.073% among 360,000; AID 720707, 2013; further: potency means the concentration at half of the fitted maximal effect; nearly all actives have a fitted effect of over 60% in size
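Normalized to 6.5 mM cAMP, activity reflects EPAC1-catalysed release of BODIPY-GDP from Rap1B, followed kinetically over 30 min at 480 nm excitation, 540 nm emission. Reaction contained 100 nM EPAC1, 250 nM Rap1B-BODIPY-GDP, 50 uM GDP.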
EPAC2 ag: qHTS for Agonist of cAMP-regulated guanine nucleotide exchange factor 4 (EPAC2): primary screen | hit rate 0.079% among 360,000 | Potency, µM (series often up to 154 µM), inactives show top-dose activation, usual class: activators | EPAC2 activation, biochemical qHTS; response scale: 100% = 6.5 mM cAMP response | Rap guanine nucleotide exchange factor 4 (Homo sapiens), Q8WZA2; further: potency means the concentration at half of the fitted maximal effect; nearly all actives have a fitted effect of over 50% in size
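Compounds were added across a concentration range to EPAC2 (100 nM), RAP1B-BODIPY-GDP (250 nM) and GDP (50 uM). After 5 min at room temperature, fluorescence was recorded at 5-min intervals for 30 min.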
* hit, by the source's call; ? = inconclusive; / = no result given; [ ] = dose if it differs, or a comment. Unless noted, the call rests on the fitted dose curve; in most records, active means well fitted curve in the direction sought with a large enough effect; inconclusive means small, poorly fitted or top-dose-only effect, or another doubt; inactive means no such curve, though single readings can be large; an effect the other way counts as inactive or inconclusive. Not all compounds are listed; the hit share may differ from the screen's.

SMILES | CCT chaperon mod | WRN helicase inh | IL2 activator | PLK1 PBD block | PI5P4K alpha inh | EPAC1 antagonist | EPAC1 ag | EPAC2 ag
Cc1ccc(S(=O)(=O)N2C(c3cccc(Cl)c3)CC=C(C(=O)O)C2c2cccc(Cl)c2)cc1 (stereo unspecified) | / | 5% | -0.8 | -4% | 3 | 12% | -6% | 5%
O=C(CC1CCCC1)NNC(=O)c1ccc(Br)cc1 | -0.6 | 0% | -0.2 | -16% | 2 | -13% | -1% | 9%
COc1cccc(CN2CCC2(C)C(=O)Nc2cccc(NS(C)(=O)=O)c2)c1OC (stereo unspecified) | 1.9 | 13% | -0.6 | 1% | -7 | -14% | -8% | 9%
CCOCCCNC(=O)Cc1ccc(Br)cc1 | 0.5 | 10% | -2.1 | -10% | -1 | 4% | -2% | -1%
CC(OC(=O)c1ccccn1)C(=O)Nc1nc(-c2ccc(F)c(F)c2)cs1 (stereo unspecified) | -2.0 | 8% | 0.5 | -16% | 4 | -20% | 10% | 17%
O=c1cc(CN2CCN(C/C=C/c3ccccc3)CC2)c2cc(O)ccc2o1 | -2.9 | -10% | -3.4 | -10% | 0 | -12% | 4% | 8%
CC(C)Oc1ccc(CN2CCC(n3nccc3NC(=O)C3CC3)CC2)cc1 | -2.3 | -10% | -1.4 | 0% | -6 | 8% | -8% | -7%
CCCN=C(N)/C(C(=O)OCC)=C(\O)c1ccc(OC)cc1 | 1.4 | -3% | -2.3 | -3% | / | 3% | 4% | 7%
Clc1nc(Cl)nc(NCCC2=CCCCC2)n1 | -3.1 | -3% | -1.2 | -18% | 4 | -11% | -2% | -2%
COC(=O)c1cc(NS(=O)(=O)c2ccc(NCc3cccnc3)c([N+](=O)[O-])c2)cc(C(=O)OC)c1 | -2.3 | 5% | -0.1 | -2% | -7 | -6% | 0% | 7%
CC(NC(=O)Cc1cccs1)C(c1cccs1)N1CCN(c2ccccc2)CC1 (stereo unspecified) | 0.6 | -10% | -1.3 | -2% | / | -9% | 15% | 8%
Cc1ccc(NC(=O)CCCNC(=O)c2ccc(Cl)cc2)cc1S(=O)(=O)N1CCOCC1 | 0.0 | 1% | -3.7 | 6% | 0 | -4% | 0% | 4%
O=C(Cc1cccs1)N1CCCC(c2nc3c(nnn3Cc3ccc(F)cc3)c(=O)[nH]2)C1 (stereo unspecified) | 0.1 | -2% | 3.6 | -6% | / | 9% | -5% | -4%
CCN(CC)S(=O)(=O)c1ccc(C(=O)Nc2cc(C)cc(C)c2)cc1 | -3.4 | -12% | -1.0 | -1% | 1 | -9% | 6% | 2%
Cc1ccc(C)c(S(=O)(=O)NC(C)C(=O)NCc2ccccn2)c1 (stereo unspecified) | -2.8 | 7% | 0.6 | -10% | -6 | -13% | -3% | 22%
CC(C)C[C@@H]1CN(CCCC[C@H]2CNC(=O)C(=O)N2CCC2CCCCC2)C(=O)C(=O)N1Cc1ccccc1 | -0.3 | -5% | -1.0 | -8% | -1 | -15% | -2% | -2%
Cc1ccccc1-c1nc(CS(=O)(=O)CC(=O)NCCN2CCOCC2)c(C)o1 | -1.1 | 2% | 0.5 | -1% | -2 | 8% | 5% | 0%
COc1ccccc1C(=O)NNC(=O)c1ccccc1Br | -1.7 | -1% | 0.0 | -6% | 4 | -4% | 16% | 19%
Cc1ccc(S(=O)(=O)/N=C(\CCl)N2CCOCC2)cc1 | -3.6 | 0% | 1.1 | -27% | 5 | -24% | 8% | 9%
CCc1nc2ccc(C(=O)NCCCN3CCCC3=O)cn2c1N(C)C(=O)c1cccc(OC)c1 | -1.3 | -7% | -0.6 | -4% | 7 | -16% | 2% | 0%
CN(CC(=O)Nc1ccccc1Cl)C(=O)COC(=O)CSc1ccc(F)cc1 | 2.5 | 6% | -2.5 | -8% | -1 | -6% | 5% | 1%
O=C(O)CC(=O)Nc1ccccc1 | -0.2 | -3% | -3.3 | 2% | 0 | 8% | 9% | 3%
Oc1ccc(Br)cc1-c1n[nH]c(=S)n1Cc1ccccc1 | -1.2 | -8% | 0.0 | -25% | -9 | ? | -8% | 7%
COc1nccnc1NS(=O)(=O)c1ccc(NC(=S)NC(=O)c2ccccc2F)cc1 | -0.1 | -14% | -4.9 | ? | -9 | -5% | -7% | -4%
O=[N+]([O-])c1ccccc1/C=N/Nc1nc(N2CCCC2)nc(N2CCCC2)n1 | -20 | -25% | -2.1 | -4% | 8 | -29% | -17% | -8%

Part of the list above, with each value named.
SMILES: CN(CC(=O)Nc1ccccc1Cl)C(=O)COC(=O)CSc1ccc(F)cc1
  CCT chaperon mod: 2.5	WRN helicase inh: 6%	IL2 activator: -2.5	PLK1 PBD block: -8%	PI5P4K alpha inh: -1	EPAC1 antagonist: -6%	EPAC1 ag: 5%	EPAC2 ag: 1%

SMILES: O=C(O)CC(=O)Nc1ccccc1
  CCT chaperon mod: -0.2	WRN helicase inh: -3%	IL2 activator: -3.3	PLK1 PBD block: 2%	PI5P4K alpha inh: 0	EPAC1 antagonist: 8%	EPAC1 ag: 9%	EPAC2 ag: 3%

SMILES: Oc1ccc(Br)cc1-c1n[nH]c(=S)n1Cc1ccccc1
  CCT chaperon mod: -1.2	WRN helicase inh: -8%	IL2 activator: 0.0	PLK1 PBD block: -25%	PI5P4K alpha inh: -9	EPAC1 antagonist: ?	EPAC1 ag: -8%	EPAC2 ag: 7%

(more compounds)
SMILES | CCT chaperon mod | WRN helicase inh | IL2 activator | PLK1 PBD block | PI5P4K alpha inh | EPAC1 antagonist | EPAC1 ag | EPAC2 ag
COCCCNC1=C(C#N)C(=O)NC2(CCCC2)S1 | 0.1 | 7% | -2.1 | -24% | -7 | 6% | -8% | 9%
COc1ccc(C2NCCc3c2[nH]c2ccccc32)cc1CN1CCc2cc(OC)c(OC)cc2C1C (stereo unspecified) | -1.0 | -2% | -3.0 | -7% | -21 | -5% | -5% | 6%
CCCCC/C=N/NC(=O)c1[nH]c2ccc([N+](=O)[O-])cc2c1C | -1.2 | -18% | -0.6 | -10% | 6 | -9% | -1% | 4%
CCOc1ccccc1C(=O)NC1CC2CCCC(C1)N2Cc1ccc(C)cc1 (stereo unspecified) | 1.4 | 5% | -0.2 | 7% | 2 | 5% | -3% | 7%
Cc1cc(NC(=O)CSc2nccn2C)n(-c2ccccc2)n1 | -0.4 | 1% | -4.4 | 1% | -2 | 10% | -1% | 2%
CS(=O)(=O)c1ccc(Cl)c(NC(=O)C2CC(=O)N(Cc3ccco3)C2)c1 (stereo unspecified) | -1.9 | 1%[11.6 µM] | -0.5 | 3% | 1 | 4% | -1% | 8%
O=C(Nc1ccc2ccccc2c1)C(c1ccccc1)n1c(=O)c(-c2cc3ccccc3[nH]2)nc2ccccc21 (stereo unspecified) | / | 0% | 0.9 | 5% | -3 | 2% | -9% | 7%
COc1cccc(C(=O)NNS(=O)(=O)c2ccccc2)c1 | -0.1 | 5% | -2.1 | 1% | 1 | -2% | 2% | -8%
CCOc1cc(N2CCOCC2)c(OCC)cc1NC(=O)CN1CCN(Cc2ccc3c(c2)OCO3)CC1 | 0.8 | 2% | -1.9 | 1% | 2 | 8% | 4% | 7%
Cc1cccc(NC(=O)C2CCCN2C(=O)OCC(C)C)c1C (stereo unspecified) | -0.1 | 3% | -1.9 | -4% | 0 | 1% | 1% | 9%
Cn1c(/C=C/c2ccccc2)nc2ccccc21 | 1.8 | 6% | -1.6 | -3% | ? | 14% | -5% | 7%
Cc1ccc(-c2cc(C(F)(F)F)n3nc(C(=O)Nc4c(C)n(C)n(-c5ccccc5)c4=O)cc3n2)cc1 | -1.3 | 4% | -0.2 | -29% | -1 | -12% | 2% | -1%
CCc1cc(CC)c(/C=N/NC(N)=O)c(CC)c1/C=N/NC(N)=O | -0.6 | 1% | -2.6 | -6% | -3 | 6% | -4% | 5%
CCCn1c(C)cc(C(=O)CN2C(=O)c3ccccc3S2(=O)=O)c1C | -2.9 | 1% | -4.0 | 2% | -1 | -9% | -5% | 4%
C=CCOc1c(CNn2cn[nH]c2=S)cccc1OC | -2.9 | -8% | 0.2 | -16% | -13 | -23% | 8% | 5%
C=CCC1NS(=O)(=O)O[C@H](CCCC)[C@@H]1O (stereo partly specified) | -0.2 | -1% | -1.4 | ? | -3 | -4% | 4% | 4%
O=C(COC(=O)c1nsc(Cl)c1Cl)NC1CCCC1 | 0.6 | 1% | 2.0 | -3% | 1 | -7% | 1% | -3%
CCC(=O)N1CCc2cc(S(=O)(=O)CCC(=O)NC(C)CC)ccc21 (stereo unspecified) | 0.7 | 8% | -1.2 | -8% | 3 | -1% | 3% | 10%
Cc1ccc(-n2nc3c(SCCN4CCOCC4)nnc(C)c3c2C)cc1 | 0.9 | -3% | 0.1 | 5% | -8 | -15% | 1% | 1%
CC(C)C(=O)Nc1cccnc1 | -0.8 | -3% | -2.0 | -2% | 8 | 6% | 15% | -3%

Complete entries from above. Order of screens: CCT chaperon mod	WRN helicase inh	IL2 activator	PLK1 PBD block	PI5P4K alpha inh	EPAC1 antagonist	EPAC1 ag	EPAC2 ag
Entry for CC(C)C(=O)Nc1cccnc1 : -0.8	-3%	-2.0	-2%	8	6%	15%	-3%
Entry for CCOc1ccccc1C(=O)NC1CC2CCCC(C1)N2Cc1ccc(C)cc1 (stereo unspecified) : 1.4	5%	-0.2	7%	2	5%	-3%	7%

Ordered by count of non-hydrogen atoms (smallest number first): some entries from above
SMILES | CCT chaperon mod | WRN helicase inh | IL2 activator | PLK1 PBD block | PI5P4K alpha inh | EPAC1 antagonist | EPAC1 ag | EPAC2 ag
C=CCOc1c(CNn2cn[nH]c2=S)cccc1OC | -2.9 | -8% | 0.2 | -16% | -13 | -23% | 8% | 5%
COc1cccc(C(=O)NNS(=O)(=O)c2ccccc2)c1 | -0.1 | 5% | -2.1 | 1% | 1 | -2% | 2% | -8%
CCCn1c(C)cc(C(=O)CN2C(=O)c3ccccc3S2(=O)=O)c1C | -2.9 | 1% | -4.0 | 2% | -1 | -9% | -5% | 4%
